CHT inh: inhibitors of human choline transporter CHT. CHT-expressing cells, membrane potential dye, choline response; stronger effect = lower value. B-score at 10 µM. hit rate 0.86% among 310,000. AID 488975, 2010;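 active = B-score over 3 SD under the library average, and starting fluorescence ratio not unusually high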;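 also: choline stimulus applied at its EC90 after an EC20 pre-addition; B-score computed on integrated fluorescence ratio after choline addition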
Target sequence (Q9GZV3 whole entry, looked up): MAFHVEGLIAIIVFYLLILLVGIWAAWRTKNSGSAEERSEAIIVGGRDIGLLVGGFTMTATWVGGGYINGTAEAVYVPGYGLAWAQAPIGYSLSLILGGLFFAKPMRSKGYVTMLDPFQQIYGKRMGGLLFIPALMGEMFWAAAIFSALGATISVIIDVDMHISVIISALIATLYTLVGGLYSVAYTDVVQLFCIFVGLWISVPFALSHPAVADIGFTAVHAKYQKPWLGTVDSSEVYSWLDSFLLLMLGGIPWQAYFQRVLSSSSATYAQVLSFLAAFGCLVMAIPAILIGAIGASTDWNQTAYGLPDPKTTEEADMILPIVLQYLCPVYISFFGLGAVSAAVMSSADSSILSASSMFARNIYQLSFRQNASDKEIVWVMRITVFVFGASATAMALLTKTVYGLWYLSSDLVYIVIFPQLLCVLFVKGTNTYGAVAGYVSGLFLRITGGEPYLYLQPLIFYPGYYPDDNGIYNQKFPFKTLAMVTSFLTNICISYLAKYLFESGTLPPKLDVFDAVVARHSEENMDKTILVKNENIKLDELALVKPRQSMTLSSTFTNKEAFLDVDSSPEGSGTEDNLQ
CHT allo act: CHT positive allosteric modulators, primary screen, cell-based, membrane potential dye, choline EC20. CHT-expressing cells; stronger effect = higher value; LV-AA mutant CHT in HEK293 cells. B-score at 10 µM. hit rate 0.49% among 310,000. AID 488977, 2010;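 active = initial fluorescence not abnormally high and integrated response B-score, plate-corrected, over 3 SD above library mean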
* marks the source's active call; other numbers are inactive results; i = inactive.

SMILES	CHT inh	CHT allo act
O=c1[nH]c(=S)n(-c2ccc(Br)cc2)c(O)c1C=Nc1ccc(N2CCOCC2)cc1	i	i
C=CCn1c(O)c(/C=C2/C=CC=N2)c(=O)[nH]c1=O	i	i
NS(=O)(=O)c1ccc(N=Cc2c(O)n(C3CCCCC3)c(=O)n(C3CCCCC3)c2=O)cc1	i	i
CN1CCN(Cc2c(F)cccc2Cl)CC1	i	i
NCC1(c2ccc3c(c2)OCCO3)CCCC1	i	i
CC1=C(/C=C/c2ccccc2)CCN(C)C1	i	i
O=c1[nH]c(CN2CC=C(c3ccccc3)CC2)nc2scc(-c3ccccc3)c12	i	i
COC(=O)C(O)(c1ccc(N(C)C)cc1)C(F)(F)F (stereo not drawn)	i	i
NC(=O)c1c(NC(=O)c2ccc(S(=O)(=O)N(CCCl)CCCl)cc2)sc2c1CCCCC2	i	i
O=C1NC(=O)N(c2ccc(Cl)cc2)C(=O)/C1=C/c1coc2ccc(O)cc2c1=O	-5.9*	i
CCN1CCN(C(=O)COc2ccc(S(=O)(=O)NC(C)C)cc2)CC1	i	i
COc1ccccc1OCCCn1cc(C(C)=O)c2ccccc21	i	i
CCOC(=O)c1nc2ccccc2c(=O)n1-c1ccc(C)cc1	i	i
COc1cc2c(c(OC)c1OC)-c1ccc(O)c(=O)cc1C(NC(C)=O)CC2 (stereo not drawn)	i	i
Clc1ccc(C(c2ccccc2)c2ncc[nH]2)cc1 (stereo not drawn)	i	i

Two compounds picked at random from the list so far, as already listed:
SMILES	CHT inh	CHT allo act
Clc1ccc(C(c2ccccc2)c2ncc[nH]2)cc1 (stereo not drawn)	i	i
O=c1[nH]c(=S)n(-c2ccc(Br)cc2)c(O)c1C=Nc1ccc(N2CCOCC2)cc1	i	i

The list goes on:
SMILES	CHT inh	CHT allo act
C=CCn1c(O)c(C(C)=NCCCN(C)C)c(=O)[nH]c1=O	i	i
Cn1c(O)c(/C=C2\C=Nc3ccc(Br)cc32)c(=O)n(C)c1=O	i	i
CC1(C)CN=C(NCc2ccccc2)S1	i	i
CCn1cc(C(=O)NCc2ccccc2)c2ccccc21	i	i
COC(=O)C1=C(c2ccc(S(C)(=O)=O)cc2)C[C@@H]2CC[C@H]1N2C(=O)NC(C)C	i	i
CC(C)c1cccc(C(C)C)c1O	i	i
COc1ccc(CCn2c(O)c(/C=N/N3CCOCC3)c(=O)[nH]c2=O)cc1OC	i	i
Oc1cc(Cl)ccc1Oc1ccc(Cl)cc1Cl	-5*	i
CCC(C)NS(=O)(=O)c1ccc(OCC(=O)N2CCN(CC)CC2)cc1 (stereo not drawn)	i	i
COP(=O)(OC)C(NC(=O)c1ccc(C)cc1)C(Cl)(Cl)Cl (stereo not drawn)	i	i
CN(C(=O)CN1CC=C(c2ccccc2)CC1)c1c(N)n(Cc2ccccc2)c(=O)[nH]c1=O	i	i
CC(C)n1c(O)c(C=NCc2cccnc2)c(=O)[nH]c1=S	i	i
CCCCn1c(O)c(C(C)=Nc2c(C)n(C)n(-c3ccccc3)c2=O)c(=O)[nH]c1=O	i	i
CSc1ccc(CN2CCN(Cc3ccccc3Cl)CC2)cc1	i	i
COc1ccc(C(CC(=O)N2CCC3(CC2)OCCO3)NS(=O)(=O)c2ccc(F)cc2)cc1 (stereo not drawn)	i	i
C/C=C1/CN2C3CC1C(CO)(C(=O)OC)C2Cc1c3n(C)c2ccccc12 (stereo not drawn)	i	i
O=C(c1ccc(F)c([N+](=O)[O-])c1)N1CC2CC(C1)c1cccc(=O)n1C2 (stereo not drawn)	i	i
COc1ccccc1OCC#CCN1CCOCC1	i	i
O=C1NC(=O)N(c2ccc(Cl)cc2)C(=O)/C1=C\c1ccc(Sc2nc3ccccc3[nH]2)o1	i	i
Cc1ccccc1CS(=O)(=O)Cc1ccc(C(=O)N2CCC3(CC2)OCCO3)o1	i	i
Cc1ccsc1C(=O)C1CCCN(Cc2cnn(C(C)C)c2)C1 (stereo not drawn)	i	i

Grouped by structure: those above with sulfur
SMILES	CHT inh	CHT allo act
O=c1[nH]c(=S)n(-c2ccc(Br)cc2)c(O)c1C=Nc1ccc(N2CCOCC2)cc1	i	i
NS(=O)(=O)c1ccc(N=Cc2c(O)n(C3CCCCC3)c(=O)n(C3CCCCC3)c2=O)cc1	i	i
O=c1[nH]c(CN2CC=C(c3ccccc3)CC2)nc2scc(-c3ccccc3)c12	i	i
NC(=O)c1c(NC(=O)c2ccc(S(=O)(=O)N(CCCl)CCCl)cc2)sc2c1CCCCC2	i	i
CCN1CCN(C(=O)COc2ccc(S(=O)(=O)NC(C)C)cc2)CC1	i	i
CC1(C)CN=C(NCc2ccccc2)S1	i	i
COC(=O)C1=C(c2ccc(S(C)(=O)=O)cc2)C[C@@H]2CC[C@H]1N2C(=O)NC(C)C	i	i
CCC(C)NS(=O)(=O)c1ccc(OCC(=O)N2CCN(CC)CC2)cc1 (stereo not drawn)	i	i
CC(C)n1c(O)c(C=NCc2cccnc2)c(=O)[nH]c1=S	i	i
CSc1ccc(CN2CCN(Cc3ccccc3Cl)CC2)cc1	i	i
COc1ccc(C(CC(=O)N2CCC3(CC2)OCCO3)NS(=O)(=O)c2ccc(F)cc2)cc1 (stereo not drawn)	i	i
O=C1NC(=O)N(c2ccc(Cl)cc2)C(=O)/C1=C\c1ccc(Sc2nc3ccccc3[nH]2)o1	i	i
Cc1ccccc1CS(=O)(=O)Cc1ccc(C(=O)N2CCC3(CC2)OCCO3)o1	i	i
Cc1ccsc1C(=O)C1CCCN(Cc2cnn(C(C)C)c2)C1 (stereo not drawn)	i	i

Assay outcomes as filed in PubChem.

Not all compounds are listed; the hit share may differ from the screen's.
